aGlu spleen mod: inhibitors or activators of human alpha-glucosidase in spleen homogenate; human spleen homogenate, 4-MU-alpha-glucoside fluorescence; P10253; Potency, µM (doses to about 79.9 µM), inactives show at the top dose activity change, negative = inhibition, hits mostly inhibitors; actives 0.006% (n = 240,000);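 also: 0% = enzyme with vehicle and -100% = no enzyme basal signal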
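Compounds were titrated against alpha-glucosidase in spleen homogenate at pH 5.0, with 1 mM 4-methylumbelliferyl substrate for 40 min at 37 C. Reactions were quenched with pH 10 NaOH/glycine and fluorescence measured.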
Tau fibril FP: inhibitors of human tau fibril formation | K18 P301L tau heparin fibrillization, Alexa594 FP, 6 h | Potency, µM (highest dose often 57.7 µM), without a hit: at the top dose activity, negative = inhibition, usual class: inhibitors | P10636 | actives 0.39% (n = 280,000); also: % is scaled to controls: 0 for no effect and ±100 for the full control effect; nearly all actives have a fitted effect of over 55% in size
Target sequence (P10636 561-689 P618L limits assumed): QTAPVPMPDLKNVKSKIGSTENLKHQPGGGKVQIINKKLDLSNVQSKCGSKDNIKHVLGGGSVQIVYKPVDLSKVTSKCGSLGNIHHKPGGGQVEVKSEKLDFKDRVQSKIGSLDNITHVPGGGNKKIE
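Human K18 P301L fragment (15 uM unlabeled plus 0.24 uM Alexa 594-labeled) in 100 mM sodium acetate pH 7 with compound, aggregation induced by 20 uM heparin for 6 hr at 37 C. ThT (30 uM) added for 1 hr, then Alexa 594 FP read.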
GAA glycogen: alters human alpha-glucosidase cleavage of glycogen; P10253; recombinant GAA, glycogen substrate, Amplex Red glucose oxidase fluorescence; Potency, µM (doses to about 76.4 µM), inactives show top-dose activity change, negative = inhibition, hits mostly inhibitors; actives 0.38% (n = 300,000);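 also: 0% = full enzyme reaction and -100% = no-enzyme basal signal; the screen sought inhibitors and activators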
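qHTS, 1536-well; enzyme 4 nM final; cpd up to 77 uM; substrate bovine liver glycogen 30 ug; 50 mM citrate/phosphate pH 5.0, 0.01% Tween-20; 37 C, 40 min; Amplex Red detection 45 min RT; Hill fit → AC50.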
HTT cytoprotect: Huntington cell model cytoprotection by ATP luminescence. PC12 HTT-Q103 induced, cytoprotection, ATP luminescence, 40 h. Potency, µM (highest dose often 56.4 µM), for inactives: cytoprotection (ATP increase), most hits filed as activators. actives 0.14% (n = 230,000);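 also: % of control where 0% means no effect; nearly all actives have a fitted effect of over 45% in size; toxic huntingtin expression switched on by the ecdysone agonist tebufenozide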
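Quantitative HTS on tebufenozide-induced (100 nM) PC12 cells expressing HTTQ103 exon 1–GFP; compounds tested as a concentration series; survival measured via cellular ATP.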
GAA inh: inhibitors of human lysosomal alpha-glucosidase. P10253. purified human GAA, 4-MU-alpha-glucoside fluorescence. Potency, µM (series often up to 76.9 µM), inactives show at the top dose activity change, negative = inhibition, actives largely listed as inhibitors. actives 0.005% (n = 200,000). AID 1466;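 also: plate controls were uninhibited enzyme wells for no effect and no-enzyme background for full effect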
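Compounds are titrated up to 77 uM against 4 nM human enzyme. Substrate 4-methylumbelliferyl-alpha-D-pyranoside (400 uM) reacts 20 min at room temperature in pH 5.0 buffer; liberated 4-methylumbelliferone is read at 440 nm.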
Tau fluor cs: counter-screen for tau fibril formation inhibitors | AID 1463 | actives 0.93% (n = 280,000) | tau K18 P301L Alexa594 fluorescence, heparin fibrillization | Potency, µM (series often up to 57.7 µM), for the others: at the highest dose activity change, negative = decrease; also: % is scaled to controls: 0 for no effect and ±100 for the full control effect; nearly all actives have a fitted effect of over 55% in size
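Human tau K18 P301L (15 uM unlabeled, 0.24 uM Alexa 594-labeled) in 100 mM sodium acetate pH 7 with 20 uM heparin, 6 hr at 37 C. ThT 30 uM added, 1 hr ambient; Alexa 594 FP and total fluorescence read at 555/632 nm.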
Tau ThT inhib: inhibitors of human tau fibril formation, thioflavin T binding. recombinant tau K18 P301L (four-repeat tau fragment), heparin-induced fibrillization, ThT fluorescence. Potency, µM (titrated, usually from 57.4 µM), without a hit: at the highest dose activity, negative = inhibition, most hits filed as inhibitors. actives 2.1% (n = 270,000). AID 1460; also: % is scaled to controls: 0 for no effect and ±100 for the full control effect; nearly all actives have a fitted effect of over 55% in size
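Tau K18 P301L fragment (15 uM unlabeled plus 0.24 uM Alexa 594-labeled) in 100 mM sodium acetate pH 7 with compound, fibrillization induced by 20 uM heparin for 6 hr at 37 C. Thioflavin T (30 uM) added, fluorescence read after 1 hr (ex 450, em 510 nm).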
GLA spleen mod: alpha-galactosidase A (human) modulation; Potency, µM (doses to about 80 µM), for the others: top-dose activity change, negative = inhibition, actives largely listed as inhibitors; actives 0.008% (n = 240,000); human spleen homogenate, 4MU-alpha-Gal fluorescence, 40 min;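 also: 0% = enzyme with vehicle and -100% = no enzyme basal signal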
Target sequence (P06280 32-429 limits assumed): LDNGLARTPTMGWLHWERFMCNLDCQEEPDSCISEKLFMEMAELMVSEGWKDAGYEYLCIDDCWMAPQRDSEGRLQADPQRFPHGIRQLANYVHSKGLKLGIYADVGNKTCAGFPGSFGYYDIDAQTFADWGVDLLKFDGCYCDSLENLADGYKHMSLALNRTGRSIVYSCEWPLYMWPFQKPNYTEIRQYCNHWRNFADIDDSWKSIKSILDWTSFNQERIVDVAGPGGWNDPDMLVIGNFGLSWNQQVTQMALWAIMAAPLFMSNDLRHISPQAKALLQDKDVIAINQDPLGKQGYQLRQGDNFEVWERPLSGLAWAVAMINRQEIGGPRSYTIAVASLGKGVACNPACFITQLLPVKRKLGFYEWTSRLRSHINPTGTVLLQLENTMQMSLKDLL
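Human spleen homogenate (1 ug) as enzyme source, 4-methylumbelliferyl-alpha-D-galactopyranoside 1 mM final, citrate/phosphate pH 5.0 with 0.01% Tween-20. Compounds 40 min at 37C, NaOH/glycine stop; fluorescence Ex 365/Em 440, Hill-fit AC50.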
* = called active by the depositor; u = inconclusive; x = no result given; & = joins results of further samples; [ ] = dose if it differs, or a comment. Calls follow the shape of the dose curve; as a rule, active = well fitted curve in the direction sought with a large enough effect; inconclusive = small, poorly fitted or top-dose-only effect, or another doubt; inactive = no such curve, though single readings can be large; an effect the other way counts as inactive or inconclusive. Potency is read from the fitted curve at half-maximal effect.

Start of the listing, in advance (three entries):
Below each SMILES – aGlu spleen mod, Tau fibril FP, GAA glycogen, HTT cytoprotect, GAA inh, Tau fluor cs, Tau ThT inhib, GLA spleen mod
CCCC(=O)c1cc2cc(Cl)ccc2oc1=O
  3%, 9%, -5%, 24%, -1%, -6%, -13%, 0%
COc1cccc(C2NC(=S)NC(C)=C2C(=O)c2ccccc2)c1OC (stereo unspecified)
  1%, 13%, 17%, -39%[10 µM], u, 16%, 13%, 3%
CCC1CCCCN1C(=O)CSC1=NN2CCCC(=O)N=C2S1 (stereo unspecified)
  2%, 12%, 6%, -2%[10 µM], x, -28%, x, 2%

Results, repeating the preview:
Below each SMILES – aGlu spleen mod, Tau fibril FP, GAA glycogen, HTT cytoprotect, GAA inh, Tau fluor cs, Tau ThT inhib, GLA spleen mod
CCCC(=O)c1cc2cc(Cl)ccc2oc1=O
  3%, 9%, -5%, 24%, -1%, -6%, -13%, 0%
COc1cccc(C2NC(=S)NC(C)=C2C(=O)c2ccccc2)c1OC (stereo unspecified)
  1%, 13%, 17%, -39%[10 µM], u, 16%, 13%, 3%
CCC1CCCCN1C(=O)CSC1=NN2CCCC(=O)N=C2S1 (stereo unspecified)
  2%, 12%, 6%, -2%[10 µM], x, -28%, x, 2%
CC(C)[C@@H]1NC(=O)[C@H](Cc2ccccc2)NC(=O)[C@@H](CC(=O)O)NC(=O)CNC(=O)[C@H](CCCNC(=N)N)NC1=O
  6%, 4%, x, -25%, x, 2%, -2%, 3%
CCOC(=O)CC(=O)CSc1nc2c(C)c(C)ccc2cc1C
  -1%, -5%, -1%, -6%, 2%, -17%, u, 8%
O=C(Nc1cccc(C(F)(F)F)c1)c1cccnc1N1CCCC1
  -5%, -2%, -23%, -17%[0.074 µM], -5%, -15%, -5%, 0%
Cc1ccc2nc(N3CCN(c4cccc(C)c4C)CC3)c3nnnn3c2c1
  -6%, 5%&3%, 14%[76.3 µM], 24%[10 µM], 1%, -23%&-6%, -16%&-8%, -1%
Cc1ccc(CNC(=O)CSc2nnnn2C)cc1
  -5%, 1%, -2%, -3%, -3%, 0%, -3%, 2%
COc1ccc(/C=c2\s/c(=C\C(=O)C(C)(C)C)[nH]c2=O)cc1O
  -6%, 10%, -69%, -7%[10 µM], x, u, x, -6%
CCN(CC)c1cc(C)c2cc(NC(=O)c3cccs3)ccc2n1
  1%, 15%, -3%, -77%[inhibitor], -6%, u, u, -1%
CCOc1ccccc1OCCCn1c(-c2ccc(Cl)cc2)nc2ccccc2c1=O
  x, u, 3%[76.3 µM], x, x, -12%, -7%, x
O=C(N/N=C/c1ccccn1)c1ccc([N+](=O)[O-])cc1
  -7%, -8%, -5%, -168%[inhibitor], 1%, -12%, u, -11%
CCOc1ccc(N2CC(C(=O)OC)CC2=O)cc1 (stereo unspecified)
  1%, 2%, 0%, 3%[10 µM], u, 8%, 4%, -15%
CCn1c(CNc2ccc(C)cc2)nnc1SCC(=O)NCc1ccccc1
  3%, 5%, -11%, -13%[10 µM], -5%, -5%, -5%, 2%
O=C(O)C1CCCN1C(=O)OCC1c2ccccc2-c2ccccc21 (stereo unspecified)
  -1%, -8%, 3%, 15%[10 µM], x, -3%, -11%, 4%
O=C(NCCC1=CCCCC1)C1CCN(S(=O)(=O)c2cccs2)CC1
  0%, -3%, -5%, -53%[inhibitor], -10%, -11%, -6%, 11%
CS(=O)(=O)N1CCN(C/C=C/c2ccccc2)CC1
  -4%, -3%, -4%, 5%, -5%, -12%, -8%, 0%
CC(=O)Nc1ccc(-c2nn[nH]n2)cc1Cl
  -16%, 6%, -9%, -14%, 3%, 2%, -2%, 0%
OC(COC1CCCCC1)CN1CCN(c2ccccc2)CC1 (stereo unspecified)
  -11%, -3%, 17%, -8%[0.074 µM], 7%, 12%, 8%, 8%
CCOC(=O)C1CCCN(S(=O)(=O)c2ccccc2)C1 (stereo unspecified)
  0%, 5%, 2%, -8%, -1%, 2%, 2%, -4%
CS(=O)(=O)c1ccc(Cl)c(NC(=O)COC(=O)c2ccc(F)cc2Cl)c1
  2%, -3%, 11%, 12%, 5%, -6%, -1%, 1%
CCOc1ccc(CN(CCO)CCO)cc1[N+](=O)[O-]
  -7%, -2%, 1%, 14%, 2%, -4%, -7%, -14%
OC1CCN(c2ncnc3c2nnn3Cc2c(F)cccc2Cl)CC1
  2%, -3%, 1%, 6%, u, -13%, -4%, 0%
O=S(=O)(c1ccc(Cl)cc1)c1nc(-c2ccco2)oc1SCc1ccccc1F
  x, -11%, -1%[76.3 µM], x, x, u, -14%, x
CN(C)c1nnnn1-c1ccc(Cl)cc1Cl
  2%, 2%, 5%, -23%, 2%, -8%, -5%, 0%
CCn1cc(C(=O)O)c(=O)c2cc(F)c(N3CCN(S(=O)(=O)c4ccc5c(c4)OCCO5)CC3)cc21
  -16%, 8%, 1%, 7%[10 µM], -15%, -1%, 3%, 7%
Cc1nnc(NC(=O)c2nn(CC(C)C)c(=O)c3ccccc23)s1
  -2%, 5%, -22%, -60%[inhibitor], -2%, -8%, -13%, 2%
Cc1csc2c(N3CCN(C(=O)Nc4ccccc4)CC3)ncnc12
  6%, -1%, -2%, 24%[10 µM], x, -5%, x, 8%
Cc1c(C(=O)NNC(=S)Nc2cccc(Cl)c2)nnn1-c1ccccc1
  -2%, 12%, 7%, x, -6%, -27%, u, -2%
COc1ccc(-c2cc(C(=O)OCC(=O)c3ccc(C)c([N+](=O)[O-])c3)c3ccccc3n2)cc1
  1%, -5%, 5%, -50%[inhibitor][10 µM], -7%, 0%, 7%, 11%
O=C1c2[nH]nc(-c3ccccc3O)c2C(c2cccc(Br)c2)N1Cc1ccncc1 (stereo unspecified)
  x, -4%, 6%[76.3 µM], x, x, -3%, 15%, x
CC1(C)Cc2nc(NCCCO)c(C#N)cc2CO1
  15%, -1%, 2%, -10%, u, -3%, 0%, 17%
O=C(O)CN1CCN(c2ncc(C(F)(F)F)cc2Cl)CC1
  4%, -3%, -8%, -18%, 1%, 1%, -8%, -19%
Cc1ccc(COn2c(-c3ccc(Cl)cc3)nc3ccc([N+](=O)[O-])cc32)cc1
  -1%, -12%, -3%, -20%, 4%, -28%, u, -2%
NC(=O)c1ccccc1NC(=O)Nc1ccccc1Cl
  2%, -4%, -3%, u, 7%, -8%, -8%, -1%
O=C(CS(=O)c1ccc(C(F)(F)F)cc1[N+](=O)[O-])Oc1ccc(Cl)cc1 (stereo unspecified)
  -6%, u, -2%, -10%, -5%, u, 22µM*, -4%
COc1cc2c(cc1OC)CN(C(=O)c1ccc(S(=O)(=O)N3CCCC3)cc1)CC2
  1%, 2%, -3%, 2%[10 µM], x, -10%, -5%, 12%
C#CCOCCOCCOCCNc1nc(N2CCOCC2)nc(N2CCN(C(=O)[C@H](CCC(=O)O)n3cc(C(N)[C@H](C)CC)nn3)CC2)n1 (stereo partly specified)
  -1%, -1%, 3%, -20%[10 µM], x, 7%, -2%, 6%
COc1cccc(N=c2oc3c(C)ncc(CO)c3cc2C(=O)Nc2ccccc2OC)c1
  4%, 2%, 8%, 1%, 7%, -4%, -3%, 5%
COc1ccc(CN(C)C(C)C(=O)Nc2ccc(S(=O)(=O)N3CCCC3)cc2)c(OC)c1OC (stereo unspecified)
  -8%, 15%, -2%, -29%, -11%, -5%, -4%, -3%
Cc1ccc2nc(-c3cc(-c4ccccc4)no3)cn2c1
  2%, 0%, 7%, -30%[10 µM], x, 6%, u, 3%
CC(C)CC(=O)N1CCN(S(=O)(=O)c2ccc3ccccc3c2)CC1
  -1%, 13%, -14%, 7%, u, -11%, -9%, 1%
O=C(CC1CC2CCC1C2)Nc1nc(-c2ccccn2)cs1 (stereo unspecified)
  4%, -10%, 7%, -78%[inhibitor], -8%, u, u, -2%
COc1ccc2oc(=O)c(/C(C)=N/Nc3nc(-c4cc(C)ccc4C)cs3)cc2c1
  8%, -6%, -22%, 25%[10 µM], -2%, -26%, u, 10%
Cc1cc(C)c(S(=O)(=O)NC(C)C)c(C)c1-n1cnnn1
  -6%, 5%, 4%, 1%[10 µM], -12%, 14%, 3%, 3%
Cc1sc2nc3ccc(NCc4ccco4)nn3c(=O)c2c1C
  4%, -8%, 0%, -17%, u, -8%, u, 0%
COCCN(CCOC)c1nc(C)nc2c1nc(-c1ccccc1)n2CCN(C)C
  1%, 3%, x, 4%, x, -8%, -7%, 0%
O=C(c1cc(-c2cccc(Cl)c2)on1)N1CCN(c2ccccc2)CC1
  x, 5%, -16%[76.3 µM], x, x, u, u, x
CCn1cc(C(=O)N2CCN(c3ccc(OC)cc3)CC2)c(=O)c2cc(S(=O)(=O)N3CCOCC3)ccc21
  x, 4%, -18%&-21%[76.3 µM], x, x, -14%, -13%, x
Cc1ccc(Cn2cc(S(=O)(=O)c3ccc(C(C)C)cc3)c(=O)c3cc4c(cc32)OCO4)cc1
  -15%, -4%, -4%, 10%[10 µM], u, -10%, -4%, -4%

More records.
Below each SMILES – aGlu spleen mod, Tau fibril FP, GAA glycogen, HTT cytoprotect, GAA inh, Tau fluor cs, Tau ThT inhib, GLA spleen mod
N#C/C(=C\c1ccc(F)cc1)C(=O)NCC1CCCO1 (stereo unspecified)
  x, -2%, 4%[76.3 µM], x, x, -2%, -2%, x
Cc1cc(C)c(S(=O)(=O)NCCn2c(C)cc3ccccc32)c(C)c1
  -1%, 2%, -7%, 24%[10 µM], -1%, -27%, u, -1%
Cc1ccn2cc(-c3ccc(NS(=O)(=O)c4ccccc4)cc3)nc2c1
  3%, -6%, -8%, x, -8%, -12%, 1%, 4%
S=c1nc(-c2ccc(Br)cc2)[nH]c2ccccc12
  9%, -6%, 3%, 18%[10 µM], -6%, -10%, u, 14%
O=C(/C=C/c1ccc(Cl)cc1Cl)NCCSc1ccccc1
  -3%, -18%, -7%, -4%[10 µM], -7%, u, -17%, -1%
O=C(COC(=O)c1ccc(Cl)nc1)NCc1ccco1
  8%, 5%, 16%, 2%[10 µM], u, 10%, 3%, 3%
COc1ccc2c(Cl)c(-c3nnc4n3CCCCC4)sc2c1
  1%, -8%, -9%, -18%[4.97 µM], -4%, 1%, u, 3%
